# VIM-2 inh: blocks Pseudomonas aeruginosa VIM-2 metallo-beta-lactamase | purified VIM-2, nitrocefin hydrolysis, epi-absorbance fluorescence | inhibition, % at 5.6 µM | hit rate 0.89% among 290,000 | AID 1527;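 active = inhibition above the mean of all tested compounds plus 3 SD, cutoff set per screening run, cut at about 7.5% in these data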;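 also: red hydrolysis product quenches plate fluorescence so inhibitors raise well fluorescence; 0% = enzyme with DMSO and 100% = DMSO without enzyme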
# M18AAP inhibitor: PfM18AAP enzyme inhibition. hit rate 1.2% among 290,000. AID 1822. inhibition, % at 7.35 µM. recombinant PfM18AAP, H-Glu-NHMec fluorogenic cleavage;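 active = inhibition above the campaign mean inhibition over all tested compounds plus 3 SD, cut at about 28% in these data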;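 also: 0% = plate median of test compound wells and 100% = 2 mM ZnCl2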
# IMP-1 inh: blocks Pseudomonas aeruginosa IMP-1 metallo-beta-lactamase; inhibition, % at 5.6 µM; hit rate 0.45% among 290,000; purified IMP-1, nitrocefin hydrolysis, epi-absorbance fluorescence;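 active = inhibition above the mean plus 3 SD of all compounds in the same screening run, cut at about 4.5% in these data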;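 also: 0% = IMP-1 with DMSO and 100% = DMSO wells lacking enzyme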
#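 System: Purified IMP-1 | Read-out basis: Percent enzyme inhibition | Controls: IMP-1 with DMSO as 0%, enzyme-free DMSO as 100% | Replicates: One well per compound | Doses: 5.6 µM nominal single concentration | Detection: Epi-absorbance fluorescence, 480 nm excitation, 530 nm emission | Incubation: 25 °C, 15 min preincubation, 25 min reaction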
# GPR7 antagonist: blocks human GPR7 receptor signaling. P48145. GPR7-expressing cells, fluorescence antagonist assay. inhibition, % at 4.4 µM. hit rate 1.1% among 290,000. AID 1861; in the data active = inhibition above about 16%, passing the limit was not always enough;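 also: cells stimulated with the agonist NPW; 0% = agonist with vehicle and 100% = vehicle without agonist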
# PHOSPHO1 inh: inhibitors of human PHOSPHO1 phosphatase. Q8TCT1. recombinant PHOSPHO1, absorbance phosphatase assay. inhibition, % at 13.3 µM. hit rate 1.1% among 290,000. AID 1565; in the data active = inhibition above about 60%
# pCIP destab: lowers stability of the mouse p/CIP coactivator protein; Q05BA5; F442A p/CIP-EGFP cells, EGFP fluorescence, 16 h; decrease of EGFP signal, % at 10 µM; hit rate 0.01% among 290,000; AID 1984;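 active = EGFP signal decrease of at least 30% at 10 µM or well 3 SD below plate mean, unless failing retest; inactive = the rest, including hits failing retest or dose response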; also: some compounds called inactive have numbers as strong as hits; many of its hits are not listed in these tables
# IDE inh: cellular human IDE inhibition. P14735. inhibition, % at 5.59 µM. HEK cells, FAbetaB cleavage, fluorescence polarization. AID 434962. hit rate 0.41% among 320,000;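 active = percent inhibition above the average of all tested compounds plus 3 SD, set per screening campaign, cut at about 16% in these data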;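 also: IDE supplied by intact live HEK cells; FP after avidin binding of uncleaved biotin substrate so inhibition keeps polarization high; 0% = DMSO wells and 100% = 60 µM reference IDE inhibitor Ii1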
# Target sequence (P14735 whole entry, looked up): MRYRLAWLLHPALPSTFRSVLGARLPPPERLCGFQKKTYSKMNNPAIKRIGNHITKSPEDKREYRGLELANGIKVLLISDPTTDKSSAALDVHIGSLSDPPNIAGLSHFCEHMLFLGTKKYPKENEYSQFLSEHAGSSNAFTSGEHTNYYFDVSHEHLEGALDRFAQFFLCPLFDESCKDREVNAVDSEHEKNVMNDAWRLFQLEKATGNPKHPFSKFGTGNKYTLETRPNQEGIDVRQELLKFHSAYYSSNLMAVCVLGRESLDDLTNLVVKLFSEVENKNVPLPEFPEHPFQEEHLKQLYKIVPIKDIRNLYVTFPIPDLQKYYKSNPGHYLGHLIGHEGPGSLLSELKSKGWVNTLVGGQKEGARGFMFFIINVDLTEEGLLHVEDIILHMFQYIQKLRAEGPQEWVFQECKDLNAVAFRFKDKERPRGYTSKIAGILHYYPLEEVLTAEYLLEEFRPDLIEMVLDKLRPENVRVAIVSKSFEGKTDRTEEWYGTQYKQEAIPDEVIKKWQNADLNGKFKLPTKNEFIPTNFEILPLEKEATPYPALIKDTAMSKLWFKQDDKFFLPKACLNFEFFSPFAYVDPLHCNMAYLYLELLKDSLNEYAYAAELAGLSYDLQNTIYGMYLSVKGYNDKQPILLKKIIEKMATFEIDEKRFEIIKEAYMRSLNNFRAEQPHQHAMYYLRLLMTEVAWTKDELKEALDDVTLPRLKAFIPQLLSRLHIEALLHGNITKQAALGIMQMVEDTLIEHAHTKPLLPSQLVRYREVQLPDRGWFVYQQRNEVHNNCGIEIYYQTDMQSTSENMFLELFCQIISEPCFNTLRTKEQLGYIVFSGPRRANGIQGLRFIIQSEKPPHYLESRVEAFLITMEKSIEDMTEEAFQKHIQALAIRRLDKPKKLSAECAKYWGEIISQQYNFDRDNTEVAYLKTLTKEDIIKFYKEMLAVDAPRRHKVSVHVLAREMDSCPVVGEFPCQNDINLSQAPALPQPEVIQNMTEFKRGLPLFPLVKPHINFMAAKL
# NALP1 yeast inh: blocks the NALP1 inflammasome reconstituted in yeast | S. cerevisiae NALP1/ASC/caspase-1 growth, X-gal OD620, 72 h | inhibition, % at 10 µM | hit rate 0.61% among 280,000; in the data active = inhibition mostly above about 24%, no sharp cut-off; inactive = mostly below about 32%; also: some compounds called inactive have numbers as strong as hits
# IDE cell activ: IDE (human) activation, cell-based. activation, % at 5.96 µM. HEK cells, FAbeta-B cleavage, fluorescence polarization; 0% vehicle, 100% cell-free pure enzyme wells. hit rate 0.073% among 340,000. AID 493087. P14735;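 active = activation above the mean of all tested compounds plus 3 SD, set per screening campaign, cut at about 17% in these data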
# * = called active by the depositor; . = not tested or not shown.
# Below each compound: VIM-2 inh	M18AAP inhibitor	IMP-1 inh	GPR7 antagonist	PHOSPHO1 inh	pCIP destab	IDE inh	NALP1 yeast inh	IDE cell activ
O=C(N/C(=C\c1ccccc1)C(=O)N1CCOCC1)c1cccc(Br)c1
  -0.9	10	-2.8	-8	18	-12	3	9	-3
O=C(Nc1cccnc1)c1ccccc1NS(=O)(=O)c1ccc(F)cc1
  -1.8	3	-1.8	-16	32	12	6	11	0
Cc1ccc(C)c(CSc2nc3[nH]ncc3c(=O)[nH]2)c1
  -1.6	8	0.1	7	-74	10	-7	6	-1
C(=N\N=C\c1ccccn1)/c1ccccn1
  -1.6	5	-3.9	2	-11	5	-4	-8	1
Cc1cc(N2CCN(C)CC2)nc2ccc(NC(=S)NC3CC3)cc12
  0.2	-4	-1.6	-5	-8	13	5	3	4
COc1ccc(N2C(=O)c3ccccc3C(C)(C)C2=O)cc1
  -2.6	-6	-4.1	-2	15	-2	7	14	4
Cc1ccc(CN2CCCN(C)CC2)c(C)c1
  0.7	-1	-0.8	-10	34	-2	-1	0	4
COc1cc(CN2CCN(CCCc3ccccc3)CC2CCO)cc(OC)c1 (stereo unspecified)
  -3.9	-1	-2.7	6	5	-9	6	3	5
COc1cc2c(cc1OC)CN(c1ccc(-c3ccccc3OC)nn1)CC2
  -0.8	-2	-2.2	-15	-34	-10	5	7	-8
COc1ccc(CNCC(=O)Nc2ccccc2-n2cccc2)cc1
  -4.0	5	-2.6	-5	21	-20	6	-7	4

# Copied from the list:
# Reading of COc1cc(CN2CCN(CCCc3ccccc3)CC2CCO)cc(OC)c1 (stereo unspecified) under pCIP destab: -9
# Reading of Cc1ccc(C)c(CSc2nc3[nH]ncc3c(=O)[nH]2)c1 under VIM-2 inh: -1.6
# Reading of O=C(Nc1cccnc1)c1ccccc1NS(=O)(=O)c1ccc(F)cc1 under IDE cell activ: 0
# Reading of COc1ccc(CNCC(=O)Nc2ccccc2-n2cccc2)cc1 under PHOSPHO1 inh: 21
# Reading of Cc1cc(N2CCN(C)CC2)nc2ccc(NC(=S)NC3CC3)cc12 under VIM-2 inh: 0.2

# Next part:
# Below each compound: VIM-2 inh	M18AAP inhibitor	IMP-1 inh	GPR7 antagonist	PHOSPHO1 inh	pCIP destab	IDE inh	NALP1 yeast inh	IDE cell activ
CCOP(=O)(OCC)/C(=N/OC(=O)c1ccc(Cl)cc1Cl)C(N)=O
  0.4	-5	-3.1	-10	2	-10	2	-1	-3
CCOc1ccc(-c2nc(N)ncc2-c2ccccc2OC)c(O)c1
  -3.4	-1	-3.2	-15	6	-12	2	11	9
Cc1nc2c(C)[n+](CC(=O)c3ccccc3)ccc2n1C
  -1.8	-3	-1.7	-14	20	1	0	13	.
O=C(N/N=C/c1ccc[nH]1)c1ccccc1OCc1ccccc1Cl
  0.0	6	-1.2	-4	-34	-20	4	6	3
CC1CCN(C(=O)COc2ccc(Nc3ccccc3)cc2)CC1
  -1.5	8	-3.3	-7	32	1	0	-17	5
CCOC(=O)c1cccc(NC(=O)CCOc2ccccc2)c1
  -1.9	-3	-2.5	-3	3	-13	8	-4	7
COCCCNC(=O)C1CCN(S(=O)(=O)c2ccc3nc4c(c(C(=O)O)c3c2)CCCCC4)CC1
  -1.6	3	-3.6	1	26	2	1	12	-3
COc1ccccc1NS(=O)(=O)c1c(C)nc2sccn2c1=O
  0.0	0	-3.1	3	25	-10	0	12	7
COc1ccccc1CNC(=O)COc1ccccc1OC
  0.1	1	-1.8	-5	9	6	2	3	5
Oc1ccc(N=Nc2cccc(Cl)c2)cc1C=Nc1ccc(N2CCOCC2)cc1
  -1.8	4	-4.6	-10	6	-1	.	21	1

# Ordered by the number under IMP-1 inh (falling): some entries from above
# Below each compound: VIM-2 inh	M18AAP inhibitor	IMP-1 inh	GPR7 antagonist	PHOSPHO1 inh	pCIP destab	IDE inh	NALP1 yeast inh	IDE cell activ
O=C(N/N=C/c1ccc[nH]1)c1ccccc1OCc1ccccc1Cl
  0.0	6	-1.2	-4	-34	-20	4	6	3
CCOP(=O)(OCC)/C(=N/OC(=O)c1ccc(Cl)cc1Cl)C(N)=O
  0.4	-5	-3.1	-10	2	-10	2	-1	-3
CC1CCN(C(=O)COc2ccc(Nc3ccccc3)cc2)CC1
  -1.5	8	-3.3	-7	32	1	0	-17	5

# Additional records.
# Below each compound: VIM-2 inh	M18AAP inhibitor	IMP-1 inh	GPR7 antagonist	PHOSPHO1 inh	pCIP destab	IDE inh	NALP1 yeast inh	IDE cell activ
O=C(C1=C(O)C(=O)N(c2ncccn2)C1c1ccc(Cl)c(Cl)c1)c1ccco1 (stereo unspecified)
  -2.5	8	-3.6	5	26	-2	5	5	2
CCCn1c2c(c(=N)c3c1CCC3)CCCC2
  2.0	-1	-1.5	-3	0	-22	7	27	0
Cc1ccc(CN2CC(C(=O)Nc3cc(S(C)(=O)=O)ccc3Cl)CC2=O)cc1 (stereo unspecified)
  -3.2	-3	-3.5	0	18	-13	-1	10	6
CC12CCC(C(=O)N3CCN(c4ccccc4)CC3)(CC1=O)C2(C)C (stereo unspecified)
  -1.6	-1	0.6	-2	-7	-6	4	8	.
Cc1oc2c(CN3CCCC3)c(O)ccc2c(=O)c1-c1ccccc1
  -0.2	12	0.0	-15	-1	-10	1	12	0
Cc1oc2c(c1C(=O)c1ccc(Cl)cc1)C(=O)C(=O)c1ccccc1-2
  -0.1	0	-0.8	28*	27	4	.	30	-1
CC(CC(=O)NCCc1ccc(Cl)cc1)S(=O)(=O)c1ccc2c(c1)NC(=O)CO2 (stereo unspecified)
  -2.0	0	-1.1	-8	48	-1	-1	7	8
COc1ccc(NS(=O)(=O)c2cn(C)cn2)cc1
  -3.5	-5	-3.7	-1	10	-3	3	-4	6
CCn1cnc2c1c(=O)n(CC(=O)NCC(C)C)c(=O)n2Cc1ccccc1
  -5.8	-2	-3.0	-4	7	9	8	5	-3
CC(C)(C)c1cc(C(=O)NCC(=O)OCC(=O)c2cccc([N+](=O)[O-])c2)cc(C(C)(C)C)c1
  -1.1	6	-0.1	-4	-5	-12	-1	20	1
COc1cccc(N2CCN(c3ccc4nnc(CCC(=O)Nc5ccc(C)cn5)n4n3)CC2)c1
  -1.7	-4	-2.7	-8	29	-13	-2	4	2
N#Cc1ccncc1Sc1ccc(Cl)cc1
  -2.1	-1	-1.4	4	.	-9	-5	-9	-2
Cc1nnc(SCc2ccc(Cl)c(Cl)c2)s1
  -2.5	-1	-2.4	-1	-11	-8	1	4	3
CCOC(=O)N1CCN(C(=O)c2ccc3c(=O)n(CCOC)c(=O)[nH]c3c2)CC1
  -1.2	7	-1.2	-7	-9	-6	-3	10	3
CC(C)(C)c1nnc(N/N=C/c2ccc(O)cc2)n(N)c1=O
  -5.0	44*	-2.8	-15	1	-10	3	2	0
COc1cccc(CN2CC(C(=O)NCCn3cccn3)CCC2=O)c1 (stereo unspecified)
  -2.4	-5	-4.2	-4	7	1	2	15	-2
COc1ccccc1NC(=O)Cn1c(=O)n(-c2ccccc2)c(=O)c2oc3ccccc3c21
  -1.3	-4	-3.0	-8	0	-10	8	36	0
CC(=O)Nc1ccc(Oc2nc(-c3ccccn3)nc3ccccc23)cc1
  1.6	-7	-3.3	-4	8	0	2	19	1
CC1Cc2ccccc2N1S(=O)(=O)c1cccc(C(=O)OCC(=O)NC2CCS(=O)(=O)C2)c1 (stereo unspecified)
  -1.0	9	-0.8	3	18	6	-6	16	3
c1cnc2c(SCc3ccc(-c4nnco4)cc3)cccc2c1
  5.9	-6	-0.7	5	34	4	3	19	-1

# The final two records of the part above open the next one:
# Below each compound: VIM-2 inh	M18AAP inhibitor	IMP-1 inh	GPR7 antagonist	PHOSPHO1 inh	pCIP destab	IDE inh	NALP1 yeast inh	IDE cell activ
CC1Cc2ccccc2N1S(=O)(=O)c1cccc(C(=O)OCC(=O)NC2CCS(=O)(=O)C2)c1 (stereo unspecified)
  -1.0	9	-0.8	3	18	6	-6	16	3
c1cnc2c(SCc3ccc(-c4nnco4)cc3)cccc2c1
  5.9	-6	-0.7	5	34	4	3	19	-1
CC(C)c1ccc(C(O)c2nc3ccccc3n2C)cc1 (stereo unspecified)
  0.1	-7	-0.9	-13	35	-2	5	19	-2
COc1cc(NC(=O)CN(c2ccc(C)cc2)S(=O)(=O)c2c(C)n[nH]c2C)cc(OC)c1
  -1.9	-3	-2.6	-14	31	2	0	12	4
Cn1c(=O)c2c(nc(N3CCCCC3)n2CC(O)COc2ccccc2)n(C)c1=O (stereo unspecified)
  -2.2	1	2.6	-14	30	-18	-2	0	5
O=C(Nc1ccccc1)C1CC(=O)N(Cc2ccccc2)C1 (stereo unspecified)
  -3.2	-8	-4.1	-8	34	12	7	1	6
CC(=O)OCCCNc1cc(Sc2nc3ccccc3s2)c2nonc2c1[N+](=O)[O-]
  -4.3	-10	-2.8	-6	25	0	-2	42	-10
COc1ccc(/C=C/C(=O)NC(=S)Nc2ccccc2C(=O)NC2CCCCC2)cc1
  -1.7	-5	-1.4	-7	28	1	2	-13	1
CCOC(=O)Cc1csc(NC(=O)c2cnc3sc(C)cn3c2=O)n1
  -0.4	2	-3.0	-17	40	0	7	22	0
Nc1ccccc1N=c1ssnc1Cl
  -2.7	21	-1.2	6	42	6	.	12	-1
O=C(c1scc2c1CCCC2)N1CCOCC1
  0.3	-7	-1.9	0	0	-8	-1	3	3
CC(=O)OC1COC(N2CCc3cc([N+](=O)[O-])ccc32)C(OC(C)=O)C1OC(C)=O (stereo unspecified)
  -7.5	2	-1.4	-14	40	-8	3	9	2
Cc1cc(C)c(NC(=O)c2ccccc2C(=O)c2ccccc2)c(C)c1
  0.6	-13	-2.2	1	58	-8	6	-7	7
CCOC(=O)Cn1nc(C)c(-c2ccccc2)c1N
  -2.1	0	-1.6	-9	17	6	5	-3	3
COc1cc(/C=N/NC(=O)c2cc(-c3c(C)nn(-c4ccccc4)c3C)n[nH]2)ccc1O
  -1.9	4	-2.2	-22	-7	-25	5	-9	-5
O=C1Nc2cc(C(=O)NCCCN3CCOCC3)ccc2S/C1=C/c1ccccc1F
  30*	0	-1.2	40*	10	-1	6	33	0
CC1CN(c2ccc(NS(=O)(=O)c3ccccc3)cc2C(=O)O)CC(C)O1 (stereo unspecified)
  -0.4	-5	-1.9	-21	16	-12	4	-2	2
CN(C)S(=O)(=O)c1cccc(NC(=O)COc2nc3ccccc3nc2N2CCOCC2)c1
  0.1	-11	-3.0	-1	-19	-13	2	25	0
COc1ccc(NC(=S)N/N=C/c2cccn2Cc2ccc(F)cc2)cc1
  -2.6	1	-1.2	-13	-3	7	-2	10	5
COc1ccc([N+](=O)[O-])cc1NC(=O)CCN1CCN(C)CC1
  -1.3	-2	1.2	-8	-5	8	3	11	2
O=C(Cc1cccs1)Nc1ccc(N2CCOCC2)cc1
  -3.6	-11	-1.3	-2	-3	-6	2	7	-2
N#CC(C#N)=CN=c1ccn(Cc2ccc(Cl)cc2Cl)cc1
  1.6	1	0.2	8	34	-1	-1	12	3
COC(=O)c1ccc(COc2ccc(NC(C)=O)cc2)o1
  -2.5	4	-3.1	-3	2	-9	3	-1	6
CCOC(=O)c1cnc(C(F)(F)F)nc1Oc1ccccc1
  -2.7	-1	-2.7	-9	6	-7	14	-17	-3

# From PubChem
